TDP2 inh: blocks human TDP2 phosphodiesterase activity. AID 720702. O95551. recombinant TDP2, T5PNP hydrolysis, p-nitrophenol absorbance 415 nm. 0.34% of 370,000 active. inhibition, % at 12.8 µM;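 active = inhibition above the mean of all tested compounds plus 3 SD, set per campaign, cut at about 25% in these data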;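 note: 0% = DMSO with enzyme and 100% = buffer with substrate but no TDP2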
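Material: recombinant human TDP2; quantity: TDP2 enzyme at 120 nM final; medium: Tris-HCl pH 7.5 with MgCl2; compound: single concentration, 12.8 µM nominal, with 1% DMSO; incubation: 2 h enzyme incubation at 37 °C; signal: epi absorbance; measure: percent inhibition; benchmarks: high control without enzyme, low control DMSO plus TDP2; repeats: singlicate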
ASAP1 GAP inh: ASAP1 ArfGAP inhibition | AID 624377 | 0.19% of 360,000 active | inhibition, % at 16.5 µM | ASAP1-stimulated ARF1 GTP hydrolysis, GDP FP detection | Q9ULH1; in the data active = inhibition above about 25%;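 note: 0% = vehicle with enzyme and substrate and 100% = no enzyme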
Target sequence (Q9ULH1 325-724 limits assumed): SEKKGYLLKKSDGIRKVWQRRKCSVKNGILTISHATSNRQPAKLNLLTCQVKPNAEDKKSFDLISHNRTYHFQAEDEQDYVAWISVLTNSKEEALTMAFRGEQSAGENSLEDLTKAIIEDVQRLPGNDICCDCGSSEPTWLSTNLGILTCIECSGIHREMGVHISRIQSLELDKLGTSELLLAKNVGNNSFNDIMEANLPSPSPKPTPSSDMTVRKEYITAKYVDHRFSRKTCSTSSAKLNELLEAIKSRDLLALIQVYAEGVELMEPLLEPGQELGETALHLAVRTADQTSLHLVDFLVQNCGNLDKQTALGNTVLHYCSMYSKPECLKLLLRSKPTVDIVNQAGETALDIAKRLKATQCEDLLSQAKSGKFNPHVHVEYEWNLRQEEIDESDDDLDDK
ADAM17 inh: inhibits human ADAM17. 0.83% of 370,000 active. P78536. recombinant ADAM17, EDANS/DABCYL FRET peptide cleavage. inhibition, % at 6.95 µM;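 active = inhibition above the mean of compounds lying between control limits plus 3 SD, set per campaign, cut at about 8.5% in these data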;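 note: 0% = DMSO-only wells as the low control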
DDE Tn6 FP inh: disrupts Tn6 cyclic peptide binding to fibrin D-Dimer-E complex | AID 720509 | P02675 | Fibrin DD(E) TRITC-Tn6 fluorescence polarization displacement | 0.21% of 370,000 active | inhibition, % at 8.3 µM;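 active = inhibition above a per-campaign cutoff: mean of compounds within control limits plus 3 SD, cut at about 15% in these data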;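 note: 0% = median of all compound wells on the plate and 100% = blocking peptide control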
ARFGAP1 inhibitor: rat ARFGAP1 inhibition; 0.26% of 360,000 active; AID 651572; Q62848; Arfgap1-stimulated ARF1 GTP hydrolysis, GDP FP detection; inhibition, % at 16.5 µM;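 active = inhibition above a per-plate limit, mean inhibition of low control wells plus 3 SD, cut at about 25% in these data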;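 note: 0% = DMSO wells with enzyme and 100% = wells lacking Arfgap1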
Target sequence (Q62848 1-136 limits assumed): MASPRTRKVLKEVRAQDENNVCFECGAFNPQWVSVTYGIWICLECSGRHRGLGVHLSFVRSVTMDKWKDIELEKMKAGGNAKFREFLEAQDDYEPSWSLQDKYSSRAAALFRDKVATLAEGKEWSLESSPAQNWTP
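Material: truncated rat Arfgap1 GAP domain; Incubation: compound-enzyme preincubation 20 min, reaction 120 min, detection 60 min, 25 °C; Read-out: percent inhibition of Arfgap1-stimulated GTP hydrolysis; Technique: FP, GDP Alexa 633 tracer displaced from anti-GDP antibody, 620/688 nm; Controls: No-Arfgap1 wells (100%) versus DMSO full-reaction wells (0%); Replication: single well per compound.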
KLK7 zymogen act: activates the human kallikrein-7 zymogen. activation, % at 7 µM. AID 652039. 0.9% of 370,000 active. purified proKLK7, EDANS-DABCYL substrate fluorescence; 100% is mature enzyme control, 0% vehicle. P49862;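 active = activation above the mean of all tested compounds plus 3 SD, computed per campaign excluding outliers beyond control limits, cut at about 13% in these data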
Target sequence (P49862 whole entry, looked up): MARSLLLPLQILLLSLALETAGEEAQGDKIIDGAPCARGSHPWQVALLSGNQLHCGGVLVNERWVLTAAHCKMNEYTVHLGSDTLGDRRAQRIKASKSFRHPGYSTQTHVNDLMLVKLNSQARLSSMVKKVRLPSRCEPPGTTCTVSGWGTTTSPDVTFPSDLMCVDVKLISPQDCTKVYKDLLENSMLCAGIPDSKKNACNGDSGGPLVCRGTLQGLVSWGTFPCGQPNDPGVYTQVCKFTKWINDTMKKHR
Tn7 DDE FP: DD(E)-Tn7 binding inhibition, primary FP screen; P02675; FP displacement of FITC-Tn7 peptide from fibrin DD(E); 0% = median of compound wells per plate; inhibition, % at 8.3 µM; 0.13% of 370,000 active; AID 720508;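 active = inhibition above the mean of compounds falling within the control limits plus 3 SD of them, cut at about 14% in these data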;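 note: 0% = plate median of compound wells and 100% = 10 µM Aha-Tn7 peptide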
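Test system: human clot-derived fibrin DD(E) complex / Quantity: 2 µM final DD(E) protein / Incubation: 10 min plus 3 h, room temperature / Measured by: fluorescence polarization / Benchmarks: high control of 10 µM Aha-Tn7 peptide / Replicates: singlicate testing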
LEDGF integ inh: blocks HIV-1 LEDGF/p75-dependent DNA integration; TR-FRET IN-LEDGF/p75 DNA integration, Eu/Cy5; inhibition, % at 3.7 µM; 0.64% of 370,000 active;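 active = inhibition above the screen-wide mean plus 3 SD, cut at about 13% in these data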;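 note: signal is the Cy5 over europium emission ratio at 671 and 618 nm; 0% = plate median of compound wells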
PLCg1 inh: blocks human PLC-gamma1 enzyme activity; AID 720700; 0.84% of 370,000 active; purified PLC-gamma1, fluorogenic substrate, fluorescence; inhibition, % at 12.2 µM; P19174; in the data active = inhibition above about 9.5%
ADAM10 inh: ADAM10 inhibition, QFRET primary screen | 0.62% of 370,000 active | inhibition, % at 7 µM | O14672 | AID 720582 | recombinant ADAM10, EDANS/DABCYL FRET peptide cleavage, 3 h;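 active = inhibition above a per-campaign cutoff equal to the mean of compounds falling between control-based bounds plus 3 SD, cut at about 20% in these data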;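 note: 0% = DMSO wells while the 100% control is not disclosed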
Active calls of the source: *.

CSCCC(NS(=O)(=O)c1ccccc1F)C(=O)NCC(C)(C)N1CCOCC1 (configuration not stated) was read as TDP2 inh 6, ASAP1 GAP inh 10, ADAM17 inh 1, DDE Tn6 FP inh -2, ARFGAP1 inhibitor 1, KLK7 zymogen act 0.1, Tn7 DDE FP -1, LEDGF integ inh -3, PLCg1 inh 3 and ADAM10 inh -15.
`O=S1(=O)CCC(n2ncc3c2/C(=C/c2ccccc2)CC3)C1` (configuration not stated) gave TDP2 inh 0, ASAP1 GAP inh 18, ADAM17 inh 5, DDE Tn6 FP inh 4, ARFGAP1 inhibitor 6, KLK7 zymogen act 0.2, Tn7 DDE FP -8, LEDGF integ inh 3, PLCg1 inh 4 and ADAM10 inh 3.
For CN1C(=O)N(CC(=O)N2CCN(S(=O)(=O)c3ccc4c(c3)CCC4)CC2)C(=O)C12CCCCC2 the results were TDP2 inh -2, ASAP1 GAP inh 0, ADAM17 inh 2, DDE Tn6 FP inh 3, ARFGAP1 inhibitor 6, KLK7 zymogen act 0.8, Tn7 DDE FP -2, LEDGF integ inh 3, PLCg1 inh 5 and ADAM10 inh 4.
Screening CC(C)c1ccc(OC(=O)c2ccc3c(=O)n4c(nc3c2)CCC4)cc1 returned TDP2 inh -8, ASAP1 GAP inh -3, ADAM17 inh 2, DDE Tn6 FP inh 4, ARFGAP1 inhibitor -1, KLK7 zymogen act -3.2, Tn7 DDE FP -3, LEDGF integ inh 2, PLCg1 inh 1 and ADAM10 inh -6.
`O=C(CCCCn1c(=O)[nH]c2ccsc2c1=O)NCc1cccnc1` gave TDP2 inh -2, ASAP1 GAP inh 7, ADAM17 inh -5, DDE Tn6 FP inh 4, ARFGAP1 inhibitor 3, KLK7 zymogen act 0.8, Tn7 DDE FP 3, LEDGF integ inh 1, PLCg1 inh -3 and ADAM10 inh -2.
O=C1N/C(=C\c2ccccc2)c2ccccc21 was read as TDP2 inh 0, ASAP1 GAP inh 1, ADAM17 inh -10, DDE Tn6 FP inh -4, ARFGAP1 inhibitor 7, KLK7 zymogen act 0.0, Tn7 DDE FP -11, LEDGF integ inh 0, PLCg1 inh -5 and ADAM10 inh -35.
`CCOc1cccc(C2/C(=C(/O)c3ccc4c(c3)CC(C)O4)C(=O)C(=O)N2Cc2ccncc2)c1` (configuration not stated) gave TDP2 inh 4, ASAP1 GAP inh -4, ADAM17 inh -1, DDE Tn6 FP inh 3, ARFGAP1 inhibitor 15, KLK7 zymogen act 0.0, Tn7 DDE FP 0, LEDGF integ inh 2, PLCg1 inh -3 and ADAM10 inh 2.
For C#Cc1ccc([C@@H]2C=C(C(=O)NC3CC3)O[C@H](OCC)[C@H]2CCCO)cc1 the results were TDP2 inh 12, ASAP1 GAP inh -10, ADAM17 inh 0, DDE Tn6 FP inh -8, ARFGAP1 inhibitor -6, KLK7 zymogen act -1.0, Tn7 DDE FP 1, LEDGF integ inh -2, PLCg1 inh -2 and ADAM10 inh 8.
For COc1ccc2[nH]c3c(c2c1)CCN1C(=O)N([C@@H](C)C(=O)NC2CC2)C(=O)[C@]31C the results were TDP2 inh 5, ASAP1 GAP inh -6, ADAM17 inh 2, DDE Tn6 FP inh -2, ARFGAP1 inhibitor -3, KLK7 zymogen act 0.7, Tn7 DDE FP 0, LEDGF integ inh 1, PLCg1 inh 1 and ADAM10 inh 4.
`Cc1cc(C)c(C)c(OCC(O)CN2CCN(c3ccccn3)CC2)c1` (configuration not stated) gave TDP2 inh 6, ASAP1 GAP inh 8, ADAM17 inh 0, DDE Tn6 FP inh -1, ARFGAP1 inhibitor 6, KLK7 zymogen act 0.4, Tn7 DDE FP 2, LEDGF integ inh 2, PLCg1 inh 5 and ADAM10 inh 4.
For C/C(=N\Nc1nc(C)cc(-c2ccccc2)n1)c1ccc(C)o1 the results were TDP2 inh -7, ASAP1 GAP inh 19, ADAM17 inh -3, DDE Tn6 FP inh -10, ARFGAP1 inhibitor 11, KLK7 zymogen act 0.2, Tn7 DDE FP -1, LEDGF integ inh -4, PLCg1 inh -20 and ADAM10 inh -7.
For COc1cc(=O)n(C)c2ccccc12 the results were TDP2 inh -10, ASAP1 GAP inh 4, ADAM17 inh 0, DDE Tn6 FP inh -6, ARFGAP1 inhibitor -10, KLK7 zymogen act -0.6, Tn7 DDE FP -9, LEDGF integ inh 1, PLCg1 inh 2 and ADAM10 inh 5.
`Nc1cc(=O)[nH]c(SCC(=O)Nc2cc(S(=O)(=O)N3CCCCC3)ccc2Cl)n1` gave TDP2 inh -3, ASAP1 GAP inh 0, ADAM17 inh 0, DDE Tn6 FP inh -1, ARFGAP1 inhibitor 6, KLK7 zymogen act -0.1, Tn7 DDE FP 4, LEDGF integ inh 0, PLCg1 inh 1 and ADAM10 inh 10.
Screening COc1ccc(N(CC(=O)Nc2ccc(F)c(F)c2)S(=O)(=O)c2c(C)[nH]c(=O)[nH]c2=O)cc1 returned TDP2 inh -8, ASAP1 GAP inh 9, ADAM17 inh 1, DDE Tn6 FP inh 4, ARFGAP1 inhibitor -2, KLK7 zymogen act -0.8, Tn7 DDE FP -3, LEDGF integ inh -2, PLCg1 inh 0 and ADAM10 inh -1.
For O=C(NNC(=O)c1ccc(NC(=O)c2ccccc2)cc1)c1ccc(F)cc1 the results were TDP2 inh -18, ASAP1 GAP inh 9, ADAM17 inh -2, DDE Tn6 FP inh 3, ARFGAP1 inhibitor 16, KLK7 zymogen act 0.6, Tn7 DDE FP -1, LEDGF integ inh -1, PLCg1 inh 4 and ADAM10 inh -2.
Screening CC(Nc1ncnc2sccc12)c1ccccc1 (configuration not stated) returned TDP2 inh 6, ASAP1 GAP inh 18, ADAM17 inh 1, DDE Tn6 FP inh -11, ARFGAP1 inhibitor -4, KLK7 zymogen act -0.3, Tn7 DDE FP -1, LEDGF integ inh 2, PLCg1 inh -2 and ADAM10 inh 3.
For O=C(Cc1ccc(F)cc1)OCN1C(=O)c2ccccc2C1=O the results were TDP2 inh 7, ASAP1 GAP inh 11, ADAM17 inh -1, DDE Tn6 FP inh 2, ARFGAP1 inhibitor 1, KLK7 zymogen act 0.3, Tn7 DDE FP 2, LEDGF integ inh 0, PLCg1 inh 1 and ADAM10 inh -3.
Screening CCCCNC(=O)C[C@H]1C[C@@]2(C(=O)OC)C(=C[C@H](C(C)(C)C)O[C@@H]2C)N(CCC2=CCCCC2)C1=O returned TDP2 inh -12, ASAP1 GAP inh -3, ADAM17 inh 2, DDE Tn6 FP inh 2, ARFGAP1 inhibitor 1, KLK7 zymogen act 0.3, Tn7 DDE FP 5, LEDGF integ inh 3, PLCg1 inh 2 and ADAM10 inh 10.
`CCOc1ccc(NC(=O)CC2C(=O)N(c3ccc(OC)c(Cl)c3)C(=S)N2C2CC2)cc1` (configuration not stated) gave TDP2 inh 8, ASAP1 GAP inh -9, ADAM17 inh -2, DDE Tn6 FP inh -2, ARFGAP1 inhibitor 8, KLK7 zymogen act 0.6, Tn7 DDE FP -5, LEDGF integ inh -1, PLCg1 inh 0 and ADAM10 inh -4.
For CNS(=O)(=O)c1cccc(C(=O)OCC(=O)N2CCc3ccccc3C2)c1 the results were TDP2 inh -5, ASAP1 GAP inh 4, ADAM17 inh -1, DDE Tn6 FP inh 3, ARFGAP1 inhibitor 12, KLK7 zymogen act -0.3, Tn7 DDE FP -2, LEDGF integ inh 2, PLCg1 inh 1 and ADAM10 inh -1.

Gathered by group: the entries above with two or more sulfur atoms (2)
CSCCC(NS(=O)(=O)c1ccccc1F)C(=O)NCC(C)(C)N1CCOCC1 (configuration not stated) was read as TDP2 inh 6, ASAP1 GAP inh 10, ADAM17 inh 1, DDE Tn6 FP inh -2, ARFGAP1 inhibitor 1, KLK7 zymogen act 0.1, Tn7 DDE FP -1, LEDGF integ inh -3, PLCg1 inh 3 and ADAM10 inh -15.
`Nc1cc(=O)[nH]c(SCC(=O)Nc2cc(S(=O)(=O)N3CCCCC3)ccc2Cl)n1` gave TDP2 inh -3, ASAP1 GAP inh 0, ADAM17 inh 0, DDE Tn6 FP inh -1, ARFGAP1 inhibitor 6, KLK7 zymogen act -0.1, Tn7 DDE FP 4, LEDGF integ inh 0, PLCg1 inh 1 and ADAM10 inh 10.

Continued:
`Cc1cc(C)n(CCc2nc(-c3ccco3)cs2)n1` gave TDP2 inh 9, ASAP1 GAP inh 4, ADAM17 inh -6, DDE Tn6 FP inh 3, ARFGAP1 inhibitor 1, KLK7 zymogen act 0.5, Tn7 DDE FP 5, LEDGF integ inh 8, PLCg1 inh -11 and ADAM10 inh 2.
`COc1ccc(C(=O)NCC(=O)N2CCC3(CC2)NCCc2[nH]cnc23)cc1` gave TDP2 inh -6, ASAP1 GAP inh 10, ADAM17 inh -2, DDE Tn6 FP inh 5, ARFGAP1 inhibitor 8, KLK7 zymogen act 0.6, Tn7 DDE FP -6, LEDGF integ inh 0, PLCg1 inh 0 and ADAM10 inh 3.
For CCOc1ccc(-c2nn[nH]n2)cc1OCC the results were TDP2 inh 4, ASAP1 GAP inh -2, ADAM17 inh -5, DDE Tn6 FP inh 4, ARFGAP1 inhibitor 3, KLK7 zymogen act -0.4, Tn7 DDE FP 0, LEDGF integ inh 0, PLCg1 inh -7 and ADAM10 inh -6.
Cc1ccc(C(=O)N2CCCC2(C)C(=O)NCC(C)C)cc1F (configuration not stated) was read as TDP2 inh 4, ASAP1 GAP inh -6, ADAM17 inh -6, DDE Tn6 FP inh -9, ARFGAP1 inhibitor -10, KLK7 zymogen act 1.4, Tn7 DDE FP 1, LEDGF integ inh -2, PLCg1 inh 0 and ADAM10 inh -4.
For COc1ccc(C(=O)NCC(=O)NCC2COc3ccccc3O2)cc1 (configuration not stated) the results were TDP2 inh 7, ASAP1 GAP inh -4, ADAM17 inh -4, DDE Tn6 FP inh -2, ARFGAP1 inhibitor 10, KLK7 zymogen act 0.0, Tn7 DDE FP -2, LEDGF integ inh -2, PLCg1 inh 1 and ADAM10 inh 1.

A section from the list above:
Cc1ccc(C(=O)N2CCCC2(C)C(=O)NCC(C)C)cc1F (configuration not stated) was read as TDP2 inh 4, ASAP1 GAP inh -6, ADAM17 inh -6, DDE Tn6 FP inh -9, ARFGAP1 inhibitor -10, KLK7 zymogen act 1.4, Tn7 DDE FP 1, LEDGF integ inh -2, PLCg1 inh 0 and ADAM10 inh -4.
For COc1ccc(C(=O)NCC(=O)NCC2COc3ccccc3O2)cc1 (configuration not stated) the results were TDP2 inh 7, ASAP1 GAP inh -4, ADAM17 inh -4, DDE Tn6 FP inh -2, ARFGAP1 inhibitor 10, KLK7 zymogen act 0.0, Tn7 DDE FP -2, LEDGF integ inh -2, PLCg1 inh 1 and ADAM10 inh 1.
